Furin inh – human furin inhibition; P09958; purified furin, fluorogenic substrate cleavage; actives 0.061% (n = 220,000); inhibition, % at 30 µM; in the data active means inhibition above about 25%; further: inactives centre near -15
NCF1 inh – blocks human p47phox regulatory protein of NADPH oxidases; AID 1274; p47phox/p22phox peptide binding, fluorescence polarization, 2 h; inhibition, % at 24.7 µM; actives 0.53% (n = 220,000); P14598;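 active means inhibition above about 30%, limit read from the data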;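 further: 0% = p47phox with labelled peptide and 100% = labelled peptide alone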
Target sequence (P14598 whole entry, looked up): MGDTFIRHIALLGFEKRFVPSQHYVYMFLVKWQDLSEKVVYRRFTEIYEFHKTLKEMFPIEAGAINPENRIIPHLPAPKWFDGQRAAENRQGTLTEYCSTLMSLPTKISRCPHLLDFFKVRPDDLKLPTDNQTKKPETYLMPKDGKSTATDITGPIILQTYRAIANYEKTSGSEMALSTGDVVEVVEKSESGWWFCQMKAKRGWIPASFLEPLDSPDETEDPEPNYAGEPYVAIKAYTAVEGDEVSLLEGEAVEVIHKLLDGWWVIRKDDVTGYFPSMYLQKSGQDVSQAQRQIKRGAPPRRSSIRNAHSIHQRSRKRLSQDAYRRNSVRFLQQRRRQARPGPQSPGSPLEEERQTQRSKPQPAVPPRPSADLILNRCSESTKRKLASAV
RBBP9 inhibitor – human RBBP9 hydrolase inhibition; actives 0.2% (n = 220,000); AID 1515; inhibition, % at 7.94 µM; recombinant RBBP9, FP-Rh probe fluorescence polarization;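 active means inhibition above the campaign mean of all tested compounds plus 3 SD, cut at about 14% in these data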;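 further: plate controls were DMSO wells with RBBP9 for no effect and wells lacking RBBP9 protein for full effect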
Target sequence (O75884 whole entry, looked up): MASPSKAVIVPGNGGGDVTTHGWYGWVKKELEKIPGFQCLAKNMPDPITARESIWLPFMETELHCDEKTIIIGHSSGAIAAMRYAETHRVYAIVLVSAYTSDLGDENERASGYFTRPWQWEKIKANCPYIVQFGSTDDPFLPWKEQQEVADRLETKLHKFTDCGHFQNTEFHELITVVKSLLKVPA
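system = RBBP9 protein | input = RBBP9 at 2.5 µM in dispensed solution, before mixing | measured by = fluorescence polarization (mP), excitation 525 nm, emission 598 nm | incubation = enzyme-compound preincubation 30 min, then probe labeling 45 min, 25 °C | buffer or medium = Tris-NaCl-Pluronic buffer, pH 8.0 | compound = single dose 7.94 µM | also added = FP-Rh probe, 375 nM dispensing solution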
BaF3 parental – parental Ba/F3 viability inhibition as JAK2V617F counter-screen. CellTiter-Glo ATP luminescence. actives 1.1% (n = 220,000). inhibition, % at 5.6 µM. AID 1486;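 active means inhibition above a per-campaign cutoff, the mean inhibition of all tested compounds plus 3 SD, cut at about 27% in these data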;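 further: 0% = DMSO wells and 100% = JAK Inhibitor I control wells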
p97 ATPase inh – human p97 ATPase inhibition; P55072; recombinant p97 ATPase, Kinase-Glo ATP luminescence, 3 h; inhibition, % at 8 µM; actives 0.42% (n = 220,000); AID 1481; in the data active means inhibition above about 15%;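 further: 0% = DMSO vehicle and 100% = wells lacking enzyme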
PGE2 EP2 inh – EP2 receptor (human) inhibition; P43116; C6 glioma cells expressing human EP2, cAMP TR-FRET; cells stimulated with saturating PGE2; inhibition, % at 25 µM; actives 0.52% (n = 260,000); AID 1422;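 active means percent inhibition above 40 after rounding to a whole number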;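 further: rat C6 glioma host cells with rolipram phosphodiesterase inhibitor present; the protocol text gives 20 µM as final concentration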
Target sequence (P43116 whole entry, looked up): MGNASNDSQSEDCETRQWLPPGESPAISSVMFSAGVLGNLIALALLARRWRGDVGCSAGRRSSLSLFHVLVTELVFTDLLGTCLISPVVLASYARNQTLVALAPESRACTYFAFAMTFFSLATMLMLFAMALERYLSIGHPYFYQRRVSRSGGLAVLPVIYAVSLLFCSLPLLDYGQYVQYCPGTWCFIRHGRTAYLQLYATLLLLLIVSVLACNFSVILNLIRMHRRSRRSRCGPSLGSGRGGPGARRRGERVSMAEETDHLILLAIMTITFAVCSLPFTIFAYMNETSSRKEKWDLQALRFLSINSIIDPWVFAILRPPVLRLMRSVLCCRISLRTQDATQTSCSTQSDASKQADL
Ba/F3 V617F tox – reduce viability of Ba/F3 cells dependent on JAK2V617F; Ba/F3 EpoR-JAK2V617F viability, ATP luminescence; inhibition, % at 5.6 µM; actives 1.1% (n = 220,000);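 active means inhibition above the campaign mean plus 3 SD over all tested compounds, cut at about 24% in these data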;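 further: cytokine-independent growth of Ba/F3 cells driven by EpoR plus mutant JAK2; 0% = DMSO-treated cells and 100% = JAK inhibitor I control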
Tb hexokinase – blocks Trypanosoma brucei hexokinase 1 activity | inhibition, % at 10 µM | actives 0.11% (n = 220,000) | recombinant TbHK1, G6PDH-coupled NADH A340;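 active means inhibition of 50% or more in the single-dose primary screen; inactive means inhibition below 50%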
PPC-1+TRAIL kill – kills PPC-1 cancer cells in the presence of TRAIL; PPC-1 cells + TRAIL, ATPLite viability luminescence; cell killing (% activity), % at 4 µM; actives 0.41% (n = 220,000); AID 1443;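 active means cell killing above 50% in the first pass at 4 µM, then a duplicate retest at 5 µM averaging 50% or more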;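 further: plate controls were cells with TRAIL plus DMSO for no effect and medium-only wells lacking cells for full effect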
Active calls of the source: *; nt = not tested or not shown; & = joins results of further samples; [ ] = another dose, or the depositor's remark.

SMILES	Furin inh	NCF1 inh	RBBP9 inhibitor	BaF3 parental	p97 ATPase inh	PGE2 EP2 inh	Ba/F3 V617F tox	Tb hexokinase	PPC-1+TRAIL kill
COc1ccc(CNC(=S)N/N=C(\C)c2ccc(OC)cc2)cc1	-6	-13	-6	-7	0	10	2	-16	-11
COC(=O)c1sc2ccccc2c1-n1cccc1C(=O)C(=O)Nc1ccc(F)cc1	-11[20 µM]	-81	-9	2	-1	9	-1	-7	19
Cc1cc2ccccc2n2c(SCC(=O)N3CCOCC3)nnc12	-20	8	-3	5	2	6	4	0	-2
CCOC(=O)N1CCN(C(=O)c2nn(-c3ccc(C)cc3)c(=O)c3c2c2ccccc2n3C)CC1	-20	21	-7	-1	3	nt	-6	-5	11
COc1cc(C(=O)NCC(=O)n2nc(C)cc2C)cc(OC)c1OC	-19	-20	-3	3	6	9	-2	6	7
CO/N=C/c1ccc(Oc2ccc(C)cc2)nc1	-21[20 µM]	-10	-3	-2	-3	20	-2	-1	-10
CCS(=O)(=O)N1CCC(C(=O)NCc2ccc(F)cc2)CC1	-21[20 µM]	-23	0	7	0	6	-1	-2	-2
Cc1ccnc(NC(=O)c2ccc(S(=O)(=O)c3ccccc3)cc2)c1	-20	-2	-2	17	-1	6	8	-5	22
CCOC(=O)C1(CCc2ccccc2)CCN(C(=O)[C@@H]2C[C@@H](C)NC(=S)N2)CC1	-34	0	2	4	1	1	-1	2	6
CN(Cc1ccccc1)c1nc2c(c(=O)[nH]c(=O)n2C)n1Cc1ccccc1	-17	-3	-4	2	-4	9	2	0	1
COc1ccc(CNC(=O)c2cnc(C)cn2)c(OC)c1	-21	-1	-9	2	-4	7	2	-8	14
CCOC(=O)Cc1nnc(Nc2ccc(C)cc2)c2ccccc12	-19[20 µM]	-7	5	8	0	20	4	-14	9
COc1ccc(NC(=O)CN(C)S(=O)(=O)c2ccccc2)cc1	-17[20 µM]	-5	-2	1	4	9	-4	-5	-6
Cc1ccc(NC(=O)c2nc[nH]c2C(=O)N[C@@H](C)c2ccccc2)cc1	-19	nt	-9	-2	2	6	2	-6	-3
COc1cc(/C=C/C(=O)NC(C)CCc2ccccc2)cc(OC)c1OC (stereo unspecified)	-4	0	-5	7	-2	16	3	-1	28
COc1ccc2[nH]c(C)c(CCNC(=S)Nc3cccc(C)c3C)c2c1	-19	-9	-9	5	3	6	-2	-4	8
CCN1CCN(C(=O)c2ccc3c(=O)n(C4CCCC4)c(=S)[nH]c3c2)CC1	-18[20 µM]	-4	-7	9	-1	9	0	-5	20
O=C(CCCc1c[nH]c2ccccc12)NCC1COc2ccccc2O1 (stereo unspecified)	-15	nt	3	10	-2	4	6	2	3
Cc1ccc(S(=O)(=O)c2cn(Cc3ccc(F)cc3)c3cc4c(cc3c2=O)OCO4)cc1	-5	-1	-3	0	6	6	-1	-11	8
Cc1ccc(NC(=O)c2ccc3ncsc3c2)cc1S(=O)(=O)N(C)C	-14	0	-7	-12	3	5	2	-8	18
CN1CCN(S(=O)(=O)c2ccc3c(c2)NC(=O)C2CCCN32)CC1 (stereo unspecified)	-15[20 µM]	-36	-3	3	-2	13	-2	-5	-24
O=C(NCCN1CCOCC1)C1CCN(S(=O)(=O)N2CCCC2)CC1	-25	2	-10	-1	4	9	-3	-6	8
O=C(CSCC(=O)Nc1cccc([N+](=O)[O-])c1)Nc1ccccc1	-5	-9	-2	3	11	8	-2	-3	2
C=C(C)CNC(=S)N1CCN(C(c2ccccc2)c2ccccc2)CC1	-20	-5	4	4	-1	4	-3	-10	23
COc1cc(OC)c2c(-c3ccccc3)cc(=O)oc2c1C(CCN1CCCC1)c1ccc2c(c1)OCO2 (stereo unspecified)	-26	12	nt	nt	nt	5	nt	-9	14
SMILES	Furin inh	NCF1 inh	RBBP9 inhibitor	BaF3 parental	p97 ATPase inh	PGE2 EP2 inh	Ba/F3 V617F tox	Tb hexokinase	PPC-1+TRAIL kill
O=C1c2cccc(OCc3ccc(F)cc3)c2CCN1Cc1ccccc1	-6	-1	-7	0	-2	4	-2	11	14
CN1C(=S)N(c2ccccc2)C(=O)/C1=C/c1ccco1	-4	-13	-10	8	-7	2	1	-3	16
COc1ccc(N(CC(=O)Nc2c(C)cccc2C)S(=O)(=O)c2ccccc2[N+](=O)[O-])c(OC)c1	-17	-2	-9	8	1	3	-1	-5	nt
Clc1ccc(-c2csc(Nc3cccnc3)n2)cc1	-24	-3	-1	-1	0	6	0	-1	26
C=CCNC(=O)CSc1ncc2c(n1)-c1c(csc1SC)CC2	-19	-8	-4	2	5	16	-3	-25	-2
Cc1cc(C)n(C(=O)CCC(=O)Nc2ccc(C)c(C)c2)n1	-23[20 µM]	-9	1	-2	3	2	-6	-5	14
CC(C)C(=O)Nc1cccc(C(=O)Nc2nccs2)c1	-19	-9	1	4	2	14&12	-4	-6	18
CC(C)(C)NC(=O)C(=O)NNC(=O)c1ccccc1	-14[20 µM]	-7	-2	3	3	nt	2	-7	-3
Cc1cccc(-c2noc(CN(C(=O)CCc3ccccc3)C(C)C)n2)c1	-18[20 µM]	-8	-1	4	-4	3	-1	6	16
COc1ccc(OC)c(CCNC(=O)CS(=O)(=O)Cc2nc(-c3ccccc3C)oc2C)c1	-10	-3	3	5	-1	nt	-1	2	1
O=c1[nH]c(CN2CCCCC2)nc2ccccc12	-15[20 µM]	-5	-2	4	25*	10	-5	-1	9
COCCn1c(SCc2c(F)cccc2Cl)nc2c1c(=O)[nH]c(=O)n2C	-12[20 µM]	-9	-3	-1	-1	3	-2	-3	29
Cc1ccc(CC(=O)NC(C)CCc2ccccc2)cc1 (stereo unspecified)	-30[20 µM]	-21	-11	4	-1	18	0	-7	18
CCOC(=O)c1ccc(/C=C2/C=C(c3ccccc3)N(c3ccc(Cl)c(C(=O)O)c3)C2=O)cc1	-13	-67	-11	2	-2	17	-3	9	13
Cc1cc(-n2nc(C)cc2C)nc(NS(=O)(=O)c2ccccc2)n1	-2	0	0	3	2	13	1	0	-21
NC(=O)C1CCN(C(=O)c2cc3ccccn3n2)CC1	-9	16	-8	3	-4	8	-2	1	7
Cc1cc2ccccc2c(=O)n1CC(=O)NCCC1=CCCCC1	-11	4	-1	9	3	14	1	-8	21
O=C(c1cccc(S(=O)(=O)NCc2ccccc2)c1)N1CCN(Cc2ccccc2)CC1	-23[20 µM]	20	-7	3	-1	7	-5	-7	6
CS(=O)(=O)N(Cc1ccccc1)c1ccc(C(=O)NC2CCCCC2O)cc1 (stereo unspecified)	-18	-1	-4	3	3	13	-2	1	14
O=C(O)c1cc2nc(-c3ccc(F)cc3)cc(C(F)(F)F)n2n1	15[20 µM]	-18	-7	7	6	10	-1	-6	15
CCOC(=O)c1c(-c2cccs2)csc1NC(=O)c1ccco1	-22[20 µM]	-21	-2	2	2	13	2	-16	12
Cc1ccc(S(=O)(=O)NCC(=O)N2CCCC2)cc1	-14[20 µM]	8	-6	1	1	5	-3	-5	17
CC1=NNC(=O)C1CC(=O)N/N=C/c1ccc(C)o1 (stereo unspecified)	5	1	-3	-1	-6	6	4	-15	-2
Cc1n[nH]c(C)c1Sc1ccccc1N=Cc1cc([N+](=O)[O-])ccc1O	-7[20 µM]	-31	0	2	0	10	0	-38	-33
Cc1cccc(Nc2nnc(SCC3CCCCO3)s2)c1 (stereo unspecified)	-14	-2	2	6	-2	6	-4	-1	12
SMILES	Furin inh	NCF1 inh	RBBP9 inhibitor	BaF3 parental	p97 ATPase inh	PGE2 EP2 inh	Ba/F3 V617F tox	Tb hexokinase	PPC-1+TRAIL kill
Cn1c(C(=O)c2ccncc2)cc2ccccc21	-3	-7	-10	4	5	15	-4	-44	-22
Cc1nc(C(=O)NNC(=O)c2c(-c3c(Cl)cccc3Cl)noc2C)cs1	-28	-2	-11	-2	6	4	-3	-5	2
COc1ccccc1NS(=O)(=O)c1cccc(C(=O)N/N=C/c2ccc(N3CCOCC3)cc2)c1	-6	-21	-3	6	4	10	-2	28	11
COc1ccc2c(c1)-c1nc(/N=C/c3ccc(O)cc3)sc1CC2	-8	-6	5	7	0	10	2	-31	7
COc1cc(Cl)c(C)cc1NC(=O)COC(=O)c1cc[n+]([O-])cc1	-24	2	-1	8	0	10	1	3	16
Cc1occc1-c1nnc(SCC(=O)NCc2ccc3c(c2)OCO3)n1CC(C)C	-21	-11	-2	4	-3	5	-1	-5	8
C/C(CCC1CC(C)OC1=O)=N\NC(N)=O (stereo unspecified)	-24	3	-6	3	-1	4	0	7	8
CCc1ccccc1NC(=O)CSc1nnc(Cn2nnc3ccccc32)n1C	-23[20 µM]	8	15*	1	6	10	-2	0	4
CCOC(=O)C1CCN(C(=O)Nc2ccc(OC(F)(F)F)cc2)CC1	-20	9	-6	0	-5	8	-1	9	-5
CCOC(=O)c1c(SC)nc(SC)c2c1CCC2	-13[20 µM]	-10	-4	2	1	5	1	-1	-6
CC(=O)NC(CCS(C)(=O)=O)C(=O)Nc1ccccc1Cl (stereo unspecified)	-9	4	-1	-2	9	7	-3	35	12
CN(c1ccccc1C(=O)NCc1ccco1)S(C)(=O)=O	-24[20 µM]	-13	-6	6	5	16	-1	7	-5
O=C(Nc1ccccc1N1CCCC1)c1cc2ccccc2o1	-7[20 µM]	-14	-3	2	2	nt	-6	-5	0
CCCCN1C(=O)C(O)=C(C(C)=O)C1c1ccc(OC)cc1OC (stereo unspecified)	8	2	0	3	-4	5	5	-28	1
CCOc1ccc(CC(=O)C2C(=O)CCCC2=O)cc1OCC	-14	-8	-5	2	-2	12	3	7	-8
Cc1ccc(C)c(N2CCN(C(=O)c3cc4ccccc4oc3=O)CC2)c1	-23	-10	0	8	0	7	-1	-7	4
Cc1ccccc1Nc1c(-c2cccnc2)nc2cccc(C)n12	-27	-9	1	6	4	1	2	-5	14
CC(=O)Nc1nc(NC(=O)C(Cl)(Cl)Cl)n(-c2ccccc2)n1	-19	-4	-15	2	0	6	2	-2	6
NC(Cc1ccc(O)cc1)c1cn([C@@H](CCC(=O)O)C(=O)N2CCNCC2)nn1 (stereo partly specified)	-20	2	3	1	0	5	0	-4	-5
O=C(c1ccc(Oc2ccccc2)cc1)C1CCCN(C(=O)c2cnccn2)C1 (stereo unspecified)	-7	5	4	-3	-3	10	-5	-8	-6
O=C(CSc1ncccn1)n1c2c(c3ccccc31)CCCC2	-9[20 µM]	-6	7	4	-1	3	0	0	14
Cc1ccc2c(c1)N(CCCC(=O)NCc1ccc3c(c1)OCO3)C(=O)CO2	-7	-1	-7	6	3	3	3	-1	-4
CCCCNC(=O)Nc1nnc(-c2ccc(Cl)cc2)o1	-13[20 µM]	-10	5	4	-2	15	3	-6	11
Cc1cc(NN)nc(NS(=O)(=O)c2ccc(Cl)cc2)n1	-12	-8	-9	0	-2	10&3	-2	-3	21
Nc1nc(SCC(=O)N2N=C(c3ccc(Cl)cc3)CC2c2ccco2)n[nH]1 (stereo unspecified)	-10	-7	-9	3	10	18	-7	-4	-4

Shown with values under each structure: entries from further up
Every second line gives: Furin inh	NCF1 inh	RBBP9 inhibitor	BaF3 parental	p97 ATPase inh	PGE2 EP2 inh	Ba/F3 V617F tox	Tb hexokinase	PPC-1+TRAIL kill
CC(=O)NC(CCS(C)(=O)=O)C(=O)Nc1ccccc1Cl (stereo unspecified)
 : -9	4	-1	-2	9	7	-3	35	12
CN(c1ccccc1C(=O)NCc1ccco1)S(C)(=O)=O
 : -24[20 µM]	-13	-6	6	5	16	-1	7	-5
O=C(Nc1ccccc1N1CCCC1)c1cc2ccccc2o1
 : -7[20 µM]	-14	-3	2	2	nt	-6	-5	0
CCCCN1C(=O)C(O)=C(C(C)=O)C1c1ccc(OC)cc1OC (stereo unspecified)
 : 8	2	0	3	-4	5	5	-28	1
CCOc1ccc(CC(=O)C2C(=O)CCCC2=O)cc1OCC
 : -14	-8	-5	2	-2	12	3	7	-8

Not all compounds are listed, so the mix of outcomes need not match the whole.
